HSF1 activator: increases HSF-1 driven luciferase reporter signal. AID 504408. 300,000 tested, 1.7% active. NIH3T3-HGL HSF-1 luciferase reporter, MG132, 8 h; 100% = twice DMSO control signal. activation, % at 9 µM;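 active = mean replicate activation of at least 50% with a set share of replicates each reaching 50%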;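 note: 0% = median of the neutral control wells and 100% = twice that signal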
SKKanGAS inh: inhibitors of SKKanGAS S. pyogenes growth in kanamycin (SK-promoter or general growth effect). BacTiter-Glo, 6 h. inhibition, % at 7.5 µM. 300,000 tested, 1.3% active. AID 1662;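 active = mean replicate score, as percent of positive control median, at least 50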;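 note: strain carries kanamycin resistance gene driven by streptokinase promoter and grows in 40 µg/ml kanamycin; loss of luminescence reflects streptokinase promoter inhibition or plain growth inhibition; 0% = median of DMSO wells and 100% = positive control at its reference dose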
aSyn UTR inh: MLPCN primary screen, SNCA 5' untranslated region; 300,000 tested, 0.82% active; inhibition, % (tested at 7.5 µM); AID 1813; alpha-synuclein 5'UTR reporter, inhibitor activity; in the data active = inhibition above about 60%;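 note: H4 neuroglioblastoma cells stably carrying SNCA 5'UTR luciferase fusion; 0% = DMSO wells and 100% = positive control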
HSF1 inhib: HSF1 inhibition; NIH3T3-HGL HSE-luciferase, MG132-induced, luminescence 8 h; hits give low values; activity change, negative = inhibition, % at 7.5 µM (by protocol); 300,000 tested, 0.77% active;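 active = more than half of replicate wells show activity change below -50%, luminescence cut by over half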;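 note: luciferase reports HSF-1 transcriptional activity via heat shock element; 0% = median of DMSO wells and -100% = zero luminescence signal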
HSP90 inh: blocks HSP90-mediated luciferase refolding in reticulocyte lysate; AID 1789; 290,000 tested, 0.91% active; Rabbit reticulocyte lysate, luciferase refolding luminescence, 3 h; inhibition, % at 5.6 µM;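 active = inhibition above the screen-wide mean plus 3 SD, computed separately per campaign, cut at about 16% in these data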;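 note: 0% = DMSO wells and 100% = 60 µM geldanamycin wells; inhibitors lower the luminescence because luciferase stays unfolded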
KLF5 inh: kruppel-like factor 5 inhibition | DLD-1 KLF5 promoter-luciferase reporter, luminescence | inhibition, % at 5 µM | 290,000 tested, 0.23% active | AID 1700;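 active = inhibition above a per-plate limit of that plate's mean compound inhibition plus 3 SD, cut at about 60% in these data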;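 note: 0% = DMSO wells and 100% = LY294002 at 200 µM; higher means less KLF5 promoter-driven luciferase light; inactives centre near -14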
AI-2 QS mod: Vibrio harveyi AI-2 quorum sensing modulation; 300,000 tested, 0.4% active; Vibrio harveyi JMH597 AI-2 luminescence/OD600 ratio, 9 h; hits give low values; strain lacks LuxN and CqsS sensors; 0 = neutral-control median; AID 2094; activity change, % at 7.5 µM; in the data active = activity change below about -75%, passing the limit was not always enough;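 note: luminescence divided by OD600 gain over 9 h not by final OD600 alone; inactives centre near 13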
HIF act: HIF pathway transcriptional activation; U2OS HRE-luciferase reporter, luminescence; normalized: DMSO 0%, desferrioxamine 100%; activation, % at 7.5 µM (by protocol); 300,000 tested, 0.32% active;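 active = mean activation of at least 10% of the iron chelator positive control signal, with at least half of replicates also reaching 10%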
IEC-6 tox: kills IEC-6 intestinal cells in KLF5 counter-screen | IEC-6 cytotoxicity, luminescence viability | inhibition, % at 5 µM | 290,000 tested, 0.78% active | AID 1825; in the data active = inhibition above about 22%;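 note: 0% = plate median of test compound wells and 100% = cytotoxic reference compound wells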
Platelet DG rel: modulates dense granule release in human platelets; human platelet-rich plasma, SFLLRN dense granule ATP release, luminescence; inhibition, %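 (compounds screened at 7.5 µM in platelet-rich plasma)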; 300,000 tested, 0.22% active; AID 1663;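 active = mean replicate score, as percent of positive control, at or above 50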
* hit, by the source's call; / = no result given. Compounds were not picked by outcome. About 6% of those tested had a hit in this group.

SMILES | HSF1 activator | SKKanGAS inh | aSyn UTR inh | HSF1 inhib | HSP90 inh | KLF5 inh | AI-2 QS mod | HIF act | IEC-6 tox | Platelet DG rel
COc1ccc2nc(C)cc(N3CC(C)OC(C)C3)c2c1 (configuration not stated) | 19 | -10 | 28 | -3 | -3 | 20 | -8 | 0.1 | 6 | -5
COc1ccc([C@H]2[C@H](C(C)=O)N3N=Cc4ccccc4C3C23C(=O)OC(C)(C)OC3=O)cc1 (some centres not stated) | -2 | 0 | -26 | 4 | 3 | -40 | 25 | 0.7 | 0 | -1
O=C(NC(C(=O)c1ccccc1)N1CCOCC1)c1cccs1 (configuration not stated) | -6 | -2 | -60 | 0 | 2 | -38 | 4 | 0.8 | 2 | 7
O=C(NCCc1ccccc1)C1CCC(CNS(=O)(=O)c2ccc(F)cc2)CC1 (configuration not stated) | -22 | 20 | 11 | 3 | -2 | -44 | 19 | 0.0 | -13 | -8
CC(c1ccc(O)cc1)(c1ccc(O)cc1)c1ccc(CCBr)cc1 | 17 | 42 | -11 | 3 | -6 | 0 | 94 | -0.4 | -7 | -1
COc1cccc(-c2noc(CCC(=O)NCCc3ccccc3)n2)c1 | -7 | -5 | 28 | -4 | -1 | -7 | 12 | -1.2 | 7 | 2
CC(C)Cn1c2c(c(O)c(C(=O)Nc3nc4ccccc4s3)c1=O)CCCC2 | -16 | 6 | -22 | -3 | 5 | 2 | 21 | -0.1 | 2 | 16
Nc1nnc(CC(=O)N/N=C/c2ccc(-c3ccc(Cl)cc3Cl)o2)s1 | -13 | -20 | 12 | 1 | 5 | 14 | 16 | -0.6 | 3 | 2
O=C(NC1CCC(CC2CCC(NC(=O)C(Cl)Cl)CC2)CC1)C(Cl)Cl (configuration not stated) | 5 | -5 | -8 | -2 | 5 | -8 | 12 | -0.5 | -4 | 1
O=C(CN1CCc2ccccc2C1)Nc1ccc(Br)cc1 | 16 | -3 | -3 | 4 | -6 | -27 | 0 | 0.8 | 1 | 6
CCOC(=O)CSc1nc2cc(OCC)ccc2cc1C#N | 32 | 5 | -209 | 9 | 9 | -1 | 15 | 4.1 | 3 | 2
O=C(O)C(S)C(S)C(=O)O (configuration not stated) | -3 | -1 | -19 | -6 | / | / | 8 | -0.1 | / | -1
Cc1ccc(NC(=O)CN(C)S(=O)(=O)c2cccc3cccnc23)cc1F | 12 | -10 | 1 | 0 | -3 | -22 | 39 | 0.2 | -8 | -20
COc1ccc(C(=O)NC2CC(C)(C)Cc3c2cnn3-c2ccccc2C)c(OC)c1OC (configuration not stated) | 9 | 6 | 3 | 9 | 0 | -13 | 1 | -0.1 | -1 | 24
Cc1cccc(CC(=O)Nc2cccnc2)c1 | 12 | 6 | -9 | -9 | -1 | -28 | -1 | -1.3 | 3 | -1
Cc1ccc(C(C(=O)NC(C)(C)C)N(C(=O)CCC(=O)Nc2ccccn2)c2ccccc2F)cc1 (configuration not stated) | 12 | 3 | 17 | 2 | 2 | -13 | 23 | -0.5 | 2 | -3
CCCC(c1nnnn1CS(=O)(=O)c1ccc(C)cc1)N1CCN(c2ccc(F)cc2)CC1 (configuration not stated) | 19 | 17 | 13 | 2 | 3 | -17 | 3 | 1.8 | 8 | /
CN(C(=O)c1ccc(S(=O)(=O)N2CCCC2)cc1)C1CCS(=O)(=O)C1 (configuration not stated) | 4 | 1 | -10 | -3 | / | / | 6 | -0.3 | / | 2
S=c1[nH]nc(-c2cccs2)n1/N=C/c1cccs1 | 4 | 19 | 0 | -3 | -2 | 6 | 3 | -0.2 | -6 | -4
CCOC(=O)N1CCN(S(=O)(=O)c2ccc(C(=O)N(CCN(CC)CC)c3nc4c(C)cccc4s3)cc2)CC1 | -12 | 3 | 19 | 3 | 4 | -79 | 0 | -0.3 | 6 | -1
CC(=O)c1cccc(NC(=O)CCCN(C)S(=O)(=O)c2ccc(F)cc2)c1 | -2 | -3 | 1 | -9 | 1 | 3 | 9 | 0.2 | 1 | -44
COc1ccccc1NC(=O)Nc1nnc(CC(=O)Nc2ccccc2C)s1 | -7 | -6 | -8 | -5 | 3 | -1 | 29 | -0.5 | 1 | -2
COC(=O)c1sccc1NC(=O)c1ccc(OC)c(OC)c1 | -7 | -1 | 8 | -3 | 5 | 10 | 24 | 4.4 | 3 | 8
CCOc1ccc(S(=O)(=O)N2CCN(C(=O)c3ccco3)CC2)cc1 | -15 | -3 | -12 | -4 | -3 | -4 | 33 | -1.0 | -8 | -3
O=C(O)CNC(=O)c1ccc(NC(=O)/C(=C/c2ccccc2)NC(=O)c2ccccc2)cc1 | -9 | -1 | 7 | -5 | 1 | -16 | 6 | -3.5 | -5 | -6
(cont.)
SMILES | HSF1 activator | SKKanGAS inh | aSyn UTR inh | HSF1 inhib | HSP90 inh | KLF5 inh | AI-2 QS mod | HIF act | IEC-6 tox | Platelet DG rel
CC(=O)c1cc2c(cc1N/C(=N/S(=O)(=O)c1ccc(Br)cc1)c1ccccc1)OCO2 | -12 | -19 | -52 | -3 | 0 | -16 | 6 | 0.3 | 5 | -5
O=[N+]([O-])c1ccc(CN2CCN(c3ccccc3)CC2)o1 | -5 | 4 | 1 | 4 | 1 | -6 | 32 | 1.6 | 0 | 1
O=C(NCCO)C1CCN(S(=O)(=O)c2ccc(F)cc2)CC1 | -13 | -2 | 2 | -10 | 5 | -11 | 38 | -0.2 | 7 | 4
CC1(CCC(=O)N2CCCC(N3CCN(c4ccc(F)cc4)CC3)C2)CC1 (configuration not stated) | -2 | -14 | -4 | 2 | 8 | -17 | 12 | 3.6 | 12 | -15
Cc1cc([N+](=O)[O-])nn1Cc1noc(C(=O)NCCCn2ccnc2)n1 | 12 | 19 | -8 | -10 | -3 | -52 | 9 | -0.2 | 1 | 1
CC1Cc2ccccc2N1C(=S)Nc1cccc(S(=O)(=O)N(C)C)c1 (configuration not stated) | 4 | 0 | 9 | 14 | -2 | -35 | 29 | 0.0 | -1 | 8
Cc1ccccc1C1NS(=O)(=O)N=C1N (configuration not stated) | -1 | 18 | -6 | -7 | 1 | -6 | 2 | -0.5 | -1 | 8
CCN(c1cccc(C)c1)C(C(=O)Nc1ccc(OC)cc1)c1cc2c(cc1[N+](=O)[O-])OCO2 (configuration not stated) | -6 | 2 | 16 | 8 | 8 | -21 | 40 | -0.3 | -6 | 20
CC(=O)N1CCN(CC(=O)Nc2ccc(C)c(S(=O)(=O)N(C)C)c2)CC1 | -11 | -3 | -9 | 2 | 5 | -2 | 12 | -0.1 | 2 | 3
COc1ccccc1C(=O)Nc1ccc(Oc2ncnc3sc(-c4ccccc4)cc23)cc1 | -17 | 14 | -44 | -3 | 0 | -2 | 41 | 0.1 | -6 | -6
CCNC(=S)Nc1cc(-c2ccc(Cl)cc2)[nH]n1 | 20 | 3 | -87 | 11 | 3 | -34 | -59 | 1.1 | 8 | 2
Cc1cccc2sc(NC(=O)[C@@H]3CCCN3C(=O)c3cccs3)nc12 | -7 | 8 | 14 | -5 | 4 | 3 | 10 | 0.0 | 9 | -33
O=C1c2[nH]nc(-c3ccccc3O)c2C(c2ccccc2F)N1Cc1ccco1 (configuration not stated) | 5 | -3 | 30 | -1 | 6 | 9 | 18 | -1.1 | 0 | 2
CCNc1nc(NC(C)(C)C)nc(SC(C(C)=O)C(C)=O)n1 | 5 | -6 | -7 | 0 | -3 | -28 | 26 | 1.1 | -6 | 0
CC(C)NC(=O)C1CCN(C2CCN(C(=O)/C=C/c3cccs3)CC2)CC1 | 10 | -8 | 16 | 9 | 1 | -8 | 15 | -0.3 | -5 | -2
COc1cc(NC(=S)NC2CC(C)(C)NC(C)(C)C2)c(OC)cc1Cl | 1 | 2 | 17 | -7 | 1 | -27 | 15 | -0.1 | 7 | -1
COCCCN1CC(=O)N2C(c3ccccc3)c3[nH]c4ccccc4c3C[C@H]2C1=O (some centres not stated) | -8 | 2 | -2 | -7 | -1 | -6 | 21 | -0.2 | 2 | 4
O=C(Nc1cc(=O)[nH]c2ncnn12)c1ccccc1 | -2 | 0 | -15 | -2 | 5 | -7 | 16 | -0.1 | 0 | -17
COc1ccc(-c2csc(C)n2)cc1 | 11 | 4 | -100 | 14 | 3 | -25 | 18 | 3.7 | 5 | 1
CCN1C(=O)[C@H]2[C@@H](c3ccc(SC4CCCCC4)c(OC)c3)N[C@@](Cc3ccccc3)(C(=O)OC)[C@H]2C1=O | -8 | 26 | 23 | 7 | / | / | 1 | 0.3 | / | 5
COc1cc(NC(=S)NC(=O)c2c(OC)cccc2OC)ccc1NC(=O)c1cccs1 | 36 | 11 | -95 | 15 | 1 | 0 | 12 | 2.6 | 1 | -12
O=C(NCC1CCCO1)c1ccccc1NS(=O)(=O)c1cccs1 (configuration not stated) | -10 | -3 | -1 | 3 | -6 | 9 | 3 | -0.5 | -9 | 3
CCOC(=O)CN=C1CC(C)(C)CC2=C1Sc1ncnc(N(C)C)c1N2 | -5 | 4 | -2 | -1 | -1 | -29 | 9 | -0.6 | -7 | 0
CN(C(=O)CC1C(=O)NCCN1Cc1ccc(F)cc1)C1CCOCC1 (configuration not stated) | -5 | 1 | -9 | 0 | 0 | -25 | 4 | -0.4 | 0 | 3
CC1=NNC(=O)C1CC(=O)N/N=C/C=C/c1ccccc1 (configuration not stated) | -11 | 2 | -18 | -5 | 4 | -38 | 13 | 0.0 | -1 | 3
Following part:
SMILES | HSF1 activator | SKKanGAS inh | aSyn UTR inh | HSF1 inhib | HSP90 inh | KLF5 inh | AI-2 QS mod | HIF act | IEC-6 tox | Platelet DG rel
O=C(c1ccc(Cn2c(=S)[nH]c3ccc(N4CCOCC4)cc3c2=O)cc1)N1CCC(N2CCCCC2)CC1 | 2 | 2 | -19 | 2 | -3 | -24 | 3 | 1.0 | 4 | 1
c1cc(N2CCCC2)ccc1C(c1nnnn1C1CCCCC1)N1CCOCC1 (configuration not stated) | 16 | 1 | 3 | 3 | 4 | -24 | 14 | 3.6 | -3 | -1
COc1cccc(NC(=O)CSc2c3c(nc4ccccc24)CCCC3)c1 | 62* | -6 | -47 | 51 | -3 | 3 | 24 | 1.1 | 8 | -7
O=c1[nH]c2ccccc2c2nc(-c3cccc(S(=O)(=O)N4CCCC4)c3)nn12 | -23 | 9 | 32 | -1 | -1 | -22 | 3 | -0.4 | -3 | 0
O=C(NC(=S)Nc1ccc(CN2CCOCC2)cc1)c1ccco1 | 22 | 7 | -117 | 2 | 2 | -42 | 6 | 2.9 | 4 | -2
CCNC(=O)NC(=O)COC(=O)CCCSc1nc2ccccc2[nH]1 | 1 | 2 | -4 | 3 | 2 | 2 | 13 | -1.2 | 2 | -2
Cc1cc(C)cc(C(=O)O/N=C(\N)c2ccc(Br)cc2)c1 | 23 | -9 | -83 | 8 | -2 | 8 | 18 | 0.2 | -2 | 6
CCCCN1C=C(C(=O)OC)C(c2ccccc2C(F)(F)F)C(C(=O)OC)=C1 | 11 | 30 | 6 | -8 | 5 | -23 | 3 | 0.1 | -7 | 2
CCCC(=O)Oc1cccc(C2NC(=O)c3ccccc3O2)c1 (configuration not stated) | 21 | 1 | 1 | -4 | 0 | -18 | 12 | -0.9 | -1 | -4

Screening results deposited in PubChem by several laboratories.
